NPSR antagonist = neuropeptide S receptor (human) antagonism, cAMP | Potency, µM (doses to about 38.3 µM), inactives show at the highest dose activity change, negative = inhibition, actives largely listed as inhibitors | actives 1% (n = 220,000) | Q6W5P4 | AID 1461 | CHO-NPSR cells, cAMP TR-FRET, antagonist mode; note: potency is the fitted concentration of half-maximal effect; % is set by controls: 0 for no effect and ±100 for the full control effect; nearly all actives have a fitted effect of over 50% in size; many of its hits are not listed in these tables
Target sequence (Q6W5P4 whole entry, looked up): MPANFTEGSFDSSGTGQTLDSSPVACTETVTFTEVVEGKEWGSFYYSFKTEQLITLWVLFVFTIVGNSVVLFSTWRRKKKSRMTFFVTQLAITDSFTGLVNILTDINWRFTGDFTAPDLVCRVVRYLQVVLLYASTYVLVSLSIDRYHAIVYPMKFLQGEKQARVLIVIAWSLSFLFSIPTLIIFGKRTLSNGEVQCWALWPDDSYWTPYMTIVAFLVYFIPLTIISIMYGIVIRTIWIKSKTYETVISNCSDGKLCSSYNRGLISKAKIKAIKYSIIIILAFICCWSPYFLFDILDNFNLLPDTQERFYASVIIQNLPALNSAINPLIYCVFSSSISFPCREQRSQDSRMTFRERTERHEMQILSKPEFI
Lamin A splicing = modulators of lamin A splicing. HeLa LMNA splicing GFP/RFP minigene ratio, 48 h. actives 0.01% (n = 200,000). Potency, µM (titrated, usually from 46.1 µM), without a hit: top-dose ratio change, negative = inhibition, most hits filed as inhibitors; active = well fitted inhibition curve with a large enough effect in the signal ratio, with a control signal flat, not every such curve was filed as active; inconclusive = small, poorly fitted or top-dose-only effect, or effect the other way, or a change in a side signal; the % refers to the signal ratio; note: potency is the fitted concentration of half-maximal effect; % is set by controls: 0 for no effect and ±100 for the full control effect
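Read-out is the ratio of GFP to DsRed2 object intensity, acquired by 488 nm laser-scanning cytometry on HeLa lamin A-EGFP minigene reporter cells. Compound incubation 48 hrs at 37 °C in Opti-MEM with 2% FBS; DMSO 0.5% final.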
Epigenetic reg = epigenetic control regulation, reporter derepression | murine LDR cells, GFP reporter derepression, 30 h | Potency, µM (titrated, usually from 53.9 µM), without a hit: at the highest dose GFP activation, most hits filed as activators | actives 0.2% (n = 280,000) | AID 1865; note: potency is the fitted concentration of half-maximal effect; % of control where 0% means no effect; nearly all actives have a fitted effect of over 60% in size
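GFP-positive cell count by laser-scanning cytometry (objects 20–120 um) after 30 h, 37 C compound exposure of murine LDR cells; reporter is CMV-GFP integrated at a silenced locus, inducible by HDAC or DNMT inhibitors.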
CBFb-RUNX1 inh = blocks binding between human CBF-beta and RUNX1; 230,000 tested, under 10 active; AlphaScreen CBFb-His/RUNX1-biotin binding, biochemical; Potency, µM (titrated, usually from 59.8 µM), for inactives: top-dose activity, negative = inhibition, actives largely listed as inhibitors; note: % of control where 0% means no effect
Target sequence (Q01196 whole entry, looked up): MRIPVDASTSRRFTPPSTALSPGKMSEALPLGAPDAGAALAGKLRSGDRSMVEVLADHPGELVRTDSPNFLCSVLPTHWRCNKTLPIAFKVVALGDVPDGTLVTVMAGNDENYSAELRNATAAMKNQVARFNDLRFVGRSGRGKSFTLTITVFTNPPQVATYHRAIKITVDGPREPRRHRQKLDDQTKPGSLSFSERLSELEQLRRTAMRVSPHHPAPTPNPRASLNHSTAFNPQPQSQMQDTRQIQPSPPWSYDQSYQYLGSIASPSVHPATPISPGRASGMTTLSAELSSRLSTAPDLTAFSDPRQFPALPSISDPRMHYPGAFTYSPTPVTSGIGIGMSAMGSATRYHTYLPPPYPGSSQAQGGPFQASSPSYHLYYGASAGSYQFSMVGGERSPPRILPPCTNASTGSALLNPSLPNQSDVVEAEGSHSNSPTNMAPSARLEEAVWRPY
Target sequence (Q13951 whole entry, looked up): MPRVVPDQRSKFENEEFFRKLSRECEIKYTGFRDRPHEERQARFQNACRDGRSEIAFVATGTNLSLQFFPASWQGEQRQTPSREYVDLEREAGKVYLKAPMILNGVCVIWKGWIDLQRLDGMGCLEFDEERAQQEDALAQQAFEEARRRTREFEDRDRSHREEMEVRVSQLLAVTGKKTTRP
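CBF-beta (His) and RUNX1 (biotin), 30 nM each; 20 min preassociation; + compound, 15 min; + beads 50 ng each (Ni, streptavidin), 90 min; RT; AlphaScreen read.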
HTT aggregate = mutant huntingtin aggregation inhibition. PC12 HttQ103-GFP aggregates, Acumen cytometry, 40 h. Potency, µM (top dose mostly 46.1 µM), inactives show top-dose activity change, negative = inhibition, actives largely listed as inhibitors. actives 1.1% (n = 220,000). AID 1688; note: potency is the fitted concentration of half-maximal effect; % is set by controls: 0 for no effect and ±100 for the full control effect; nearly all actives have a fitted effect of over 60% in size
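Quantitative HTS on tebufenozide-induced (100 nM) PC12 cells stably expressing polyQ103 Huntingtin exon 1–GFP. Reduction of bright GFP aggregates, detected by laser scanning cytometry after lysis, identified actives across the titration.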
IMPase Li inh = cell-permeable IMPase inhibitors with lithium potentiation; CHO-M1 cells, IP1 TR-FRET (IP-One), carbachol + lithium; Potency, µM (titrated, usually from 59.4 µM), without a hit: at the highest dose activity, negative = IMPase inhibition, most hits filed as inhibitors; actives 0.35% (n = 210,000);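 note: IP1 builds up when IMPase is blocked and the TR-FRET signal falls; potency is the fitted concentration of half-maximal effect; plate controls were basal vehicle for no effect and high inhibitor control for full effect; nearly all actives have a fitted effect of over 50% in size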
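Test compounds were applied to CHO-M1 cells previously cultured for 16–30 h at 2000 per well. A small lithium amount accompanied them; after 30 min at 37C, IP1 was quantified by TR-FRET.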
KinaseGlo FLuc = counter-screen: inhibitors of Kinase-Glo firefly luciferase; Q27757; AID 1379; actives 0.28% (n = 200,000); Potency, µM (highest dose often 38.3 µM), inactives show at the top dose activity change, negative = inhibition, most hits filed as inhibitors; Kinase-Glo luciferase, ATP luminescence, 8 min; note: potency is the fitted concentration of half-maximal effect; % is set by controls: 0 for no effect and ±100 for the full control effect; nearly all actives have a fitted effect of over 60% in size
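Kinase-Glo luciferase light output from ATP and luciferin was measured with 10 uM ATP, within the enzyme's linear range. Buffer: 50 mM imidazole pH 7.2, 50 mM KCl, 7 mM MgCl2, 0.01% Tween 20, 0.05% BSA; luminescence read after 8 min at ambient temperature.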
An asterisk follows results filed as active; ? = inconclusive; · = not tested or not shown; [ ] = another dose, or the depositor's remark. Unless noted, calls come from the whole dose curve; as a rule, active = well fitted curve in the direction sought with a large enough effect; inconclusive = small, poorly fitted or top-dose-only effect, or another doubt; inactive = no such curve, though single readings can be large; an effect the other way counts as inactive or inconclusive.

SMILES	NPSR antagonist	Lamin A splicing	Epigenetic reg	CBFb-RUNX1 inh	HTT aggregate	IMPase Li inh	KinaseGlo FLuc
CCNC(=S)N(Cc1cc2cc(C)ccc2[nH]c1=O)C1CCCC1	-6%	2%	-3.2%	?	-2%	-7%	3%
O=C(CCCc1nc2ccccc2s1)NC1CCOC1=O (configuration not stated)	9%	·	0.0%	-3%	-9%	-10%	-1%
CCCCSc1nnc([C@@H](NC(=O)OC(C)(C)C)C(C)C)o1	-16%[46.1 µM]	?	-0.7%	5%	-19%	8%[38.3 µM]	9%
CN(CCC#N)C(=S)NC(=O)c1ccc(S(=O)(=O)N2CCOCC2)cc1	14%	·	-5.5%	0%	5%	-4%	0%
Fc1ccc(/C=N/Nc2nc(-c3cccnc3)nc3ccccc23)cc1	-55%	·	1.0%	-2%	8%[9.22 µM]	·	·
CCC(C)Sc1nnc(-c2c[nH]c3ccccc23)n1CCOC (configuration not stated)	?	4%	2.7%	3%	-8%	-3%[38.3 µM]	-1%
COc1ccccc1-c1ccc(SCc2cccc(F)c2)nn1	-52%	?	0.0%	?	-25%	15%	0%
COc1ccccc1NC(=O)Nc1nnc(CC(=O)Nc2cccc(C)c2)s1	-5%	·	-6.0%	1%	11%[9.22 µM]	·	·
COc1ccc(C)c(NC(=O)C2CC(=O)NC3=C2C(=O)CCC3)c1 (configuration not stated)	19%	-6%[46 µM]	-0.4%	14%	3%	8%	-5%
CCCc1nc(-c2ccccc2O)n(-c2ccccc2)n1	-10%[46.1 µM]	9%	1.7%	14%	0%	-5%[38.3 µM]	-7%
COCCNc1c(-c2ccc(OC)cc2)nc2ccc(Cl)cn12	-22%	14%[46 µM]	-1.1%	6%	·	13%	-4%
Cc1ccc(/C=N/NC(=O)CSc2nc3nc(C)cc(C)n3n2)cc1	-9%[46.1 µM]	-2%	-0.9%	0%	7%	13%[38.3 µM]	-4%
Cc1ccc(S(=O)(=O)NCC(=O)N2CCN(c3ccccc3F)CC2)cc1	0%	?	0.0%	-5%	-19%	-5%	5%
Cc1c(CCOC(=O)c2cc([N+](=O)[O-])ccc2Cl)sc[n+]1CCCCS(=O)(=O)[O-]	26%	12%[46 µM]	2.4%	8%	8%	-3%	-2%
N#Cc1c(N)sc(=S)c2c1CCN(Cc1ccccc1)C2	-16%[46.1 µM]	1%	-1.6%	?	1%	-1%	-3%
O=C(CCC(=O)c1ccc(Br)cc1)Nc1cccc(C(F)(F)F)c1	-10%[46.1 µM]	8%[0.0737 µM]	-0.9%	11%	-2%	9%[38.3 µM]	0%
CC(=O)c1sc(NC(=O)c2ccc(Cn3cc(Br)cn3)o2)nc1C	-11%[46.1 µM]	-6%	1.3%	9%	?	-2%[38.3 µM]	-2%
O=C(CSc1ccccc1)N(c1ccc(Br)cc1)c1nccs1	-36%	?	-0.9%	-4%	6%	11%	-3%
Cc1ccc(O)c(C2=NOC(O)(C(F)(F)C(F)F)C2)c1 (configuration not stated)	2%[46.1 µM]	?	-2.2%	4%	2%	-4%[38.3 µM]	0%
O=C(Cn1nc(-c2ccccc2)ccc1=O)Nc1ccc(-n2cnnn2)cc1	4%	·	-1.8%	17%	-4%[9.22 µM]	·	·
COCCCNCCOc1ccc(C)cc1[N+](=O)[O-]	13%	3%	0.0%	-2%	15%	-1%	-5%
O=C(COC(=O)Cc1ccccc1F)Nc1ccc(SC(F)F)cc1	22%	17%	-1.8%	0%	-8%	-2%	-4%
COc1cc(C2N(c3ccccc3)CCN2c2ccccc2)cc(OC)c1OC	18%[46.1 µM]	3%	-1.0%	-9%	2%	15%[38.3 µM]	-7%
O=C(NCc1ccco1)C(c1cccs1)N(C(=O)C1COc2ccccc2O1)c1cccc(O)c1 (configuration not stated)	-26%[46.1 µM]	?	0.9%	-8%	5%	13%	5%
CCOC(=O)CSc1nnc(CNC(=O)c2cc(OCC)c(OCC)c(OCC)c2)n1C	-1%[46.1 µM]	-3%	-1.1%	1%	0%	-9%[38.3 µM]	-8%
CC(=O)NS(=O)(=O)c1ccc(NC(=O)c2ccc(-n3nc(C)cc3C)cc2)cc1	7%	-1%[46 µM]	4.1%	-4%	-4%	-10%	4%
CC(C)C(=O)NCc1cc(-c2ccccc2)no1	13%	-8%[46 µM]	-0.3%	3%	1%	-6%	3%
CN(Cc1cnn(C)c1)C(=O)c1ccc(OC2CCN(CCc3ccccc3)CC2)cc1	-18%	-8%[46 µM]	0.2%	4%	5%[9.22 µM]	28%	-1%
CCO[C@H]1OC(C(=O)N2CCN(C)CC2)=C[C@@H](c2ccc(C(F)(F)F)cc2)[C@@H]1CCCO	14%	·	0.0%	10%	7%[9.22 µM]	-1%	·
CN1CCN(CC(=O)Nc2ccccc2Oc2ccccc2)CC1	4%[7.67 µM]	·	1.1%	2%	3%[9.22 µM]	·	·
COc1ccc(/C(O)=C2/C(=O)C(=O)N(CCCN(C)C)C2c2ccc(C)o2)cc1Cl (configuration not stated)	0%[46.1 µM]	15%	-0.7%	2%	1%	-11%[38.3 µM]	-2%
O=C(NCC(c1cccs1)N1CCOCC1)c1ccccc1NS(=O)(=O)c1cc([N+](=O)[O-])ccc1Cl (configuration not stated)	-3%[46.1 µM]	?	-0.9%	-5%	-28%	·	·
COc1ccc(-n2nc3c(c2NC(=O)c2ccc(Br)cc2)CS(=O)C3)cc1 (configuration not stated)	4%[46.1 µM]	-4%	-5.8%	4%	-4%	3%[38.3 µM]	1%
COc1ccccc1NS(=O)(=O)c1cc(NC(=O)c2cc3ccccc3oc2=O)ccc1C	9%	0%	3.2%	14%	-6%	-1%	-2%
O=C(Oc1ccc2c(-c3ccccc3)cc(=O)oc2c1)c1cccs1	-1%	-17%	3.9%	12%	-22%	-2%	3%
CCOC(=O)Cn1c(S(=O)(=O)Cc2ccc(F)cc2)nc(-c2ccccc2)c1-c1ccccc1	?	-19%	-3.0%	-2%	-2%	16%[38.3 µM]	0%
CCOc1nc(C)cc(C)c1S(=O)(=O)c1cccc(C)c1	-29%	3%[9.22 µM]	2.3%	10%	16%[9.22 µM]	3%	-2%
COC(=O)c1cc(NC(=O)Nc2ccccc2OC)cc(C(=O)OC)c1	?	1%	0.0%	1%	6%	6%[38.3 µM]	2%
CCOc1ccccc1CNCCO	-4%[46.1 µM]	-4%	1.2%	7%	11%	20%	7%
COc1ccc(C(=S)NCS(=O)(=O)c2ccc(C)cc2)cc1	-9%	1%	-0.1%	8%	8%	1%	11%
CCOP(=O)(c1ccccc1)C1(O)CCCCC1 (configuration not stated)	12%[46.1 µM]	4%	0.0%	3%	22%	25%[38.3 µM]	-5%
Cc1ccccc1NS(=O)(=O)c1cc(C(=O)NCCC2=CCCCC2)ccc1C	?	2%	1.2%	-1%	-20%	-21%[38.3 µM]	-4%
COc1ccc(C(=O)N/N=C(\Cc2ncc[nH]2)c2ccccc2)cc1	0%	·	-2.1%	-18%	?	1%	-2%
COc1ccc(CN2CN=C(Nc3nc4ccccc4s3)NC2)cc1	-16%[46.1 µM]	?	-2.3%	2%	6%	6%[38.3 µM]	-5%
Cc1ccc(C(=O)Nc2nc3ccccc3n3nnnc23)cc1	-2%[46.1 µM]	-2%	-1.5%	-2%	2%	-9%[38.3 µM]	-4%
COCCN1C(=O)c2cc(C(=O)Nc3ccc(OC)c(OC)c3)ccc2C1Nc1ccc(OC)c(OC)c1 (configuration not stated)	-18%	16%[46 µM]	-0.2%	-6%	-3%	-2%	-1%
Cc1cc(C)c2nc(SCCC#N)nc(C)c2c1	7%[7.67 µM]	9%	0.6%	5%	-10%	18%[38.3 µM]	0%
COC(=O)C1(C)Nc2ccccc2C(=O)N1c1ccccc1C (configuration not stated)	-15%[46.1 µM]	-4%	-0.8%	3%	3%	1%[38.3 µM]	1%
CCN(c1c(C)n(C)n(-c2ccccc2)c1=O)S(C)(=O)=O	4%[46.1 µM]	3%	-0.9%	7%	-11%	13%[38.3 µM]	-2%
O=C(Nc1ccc2c(c1)OCCO2)c1ccco1	1%[46.1 µM]	5%	-2.1%	8%	-1%	19%[38.3 µM]	-30%
COc1cc(C(=O)Nc2ccc([N+](=O)[O-])cn2)cc(OC)c1OC	6%	11%	-0.9%	2%	-6%	-3%	2%
NS(=O)(=O)c1ccc(NNC(=O)c2sccc2Cl)cc1	7%	·	0.0%	5%	4%[9.22 µM]	·	·
Cc1ccc(CONC(=O)/N=C/N(C)C)cc1	-1%[46.1 µM]	-2%	-0.5%	-2%	-12%	-2%[38.3 µM]	-2%
O=C(O)CSc1nnc(NC(=O)c2ccc3c(c2)OCO3)s1	5%	·	-2.2%	9%	-7%	-5%	-8%
CC(=O)OC1CC2C(C)(C)C=CC(=O)[C@@]2(C)C2CC[C@@]3(C)C(c4ccoc4)OC(=O)C4OC43[C@]12C (some centres not stated)	·	·	1.3%	15%	·	-2%	-10%
C=CCNC(=O)C1CCN(S(=O)(=O)c2ccc(Br)cc2)CC1	-2%[46.1 µM]	?	-3.4%	-6%	-1%	5%[38.3 µM]	-5%
CC(C)c1ccc2[nH]c(O)c(N=NC(=O)c3cccc(S(=O)(=O)Nc4cccc(Cl)c4)c3)c2c1	-2%	·	1.0%	14%	-17%[9.22 µM]	·	·
CSC(=NCc1ccco1)NC#N	19%	·	-0.1%	1%	17%[9.22 µM]	·	·
Cc1ccc(CSc2nc3c(c(=O)[nH]c(=O)n3C)n2CCC(C)C)cc1	-2%[46.1 µM]	4%	-2.9%	0%	-1%	3%[38.3 µM]	-6%

Structural class, those above with a cyano group.
SMILES	NPSR antagonist	Lamin A splicing	Epigenetic reg	CBFb-RUNX1 inh	HTT aggregate	IMPase Li inh	KinaseGlo FLuc
CN(CCC#N)C(=S)NC(=O)c1ccc(S(=O)(=O)N2CCOCC2)cc1	14%	·	-5.5%	0%	5%	-4%	0%
N#Cc1c(N)sc(=S)c2c1CCN(Cc1ccccc1)C2	-16%[46.1 µM]	1%	-1.6%	?	1%	-1%	-3%
Cc1cc(C)c2nc(SCCC#N)nc(C)c2c1	7%[7.67 µM]	9%	0.6%	5%	-10%	18%[38.3 µM]	0%
CSC(=NCc1ccco1)NC#N	19%	·	-0.1%	1%	17%[9.22 µM]	·	·

Only part of the results is shown; the hit share may differ from the screen's.
